Screens from PubChem.
HCV inh: blocks hepatitis C virus; 3.4% of 340,000 active; Huh7.5.1 HCVcc-Cre infection, luciferase reporter, 44 h; Potency, µM (series often up to 41.8 µM), for inactives: top-dose activity change, negative = inhibition, most hits filed as inhibitors; also: potency is read from the fitted curve at half-maximal effect
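After 44 h co-culture of compound, cells and HCVcc-Cre (~0.5 moi), substrate is added for 15 min at room temperature and luciferase measured over 15 sec. Cells were seeded at 1,000/well and pre-cultured 4 h.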
AmpC inh no detg: blocks E. coli AmpC beta-lactamase in detergent-free assay; P00811; 0.52% of 330,000 active; AID 485341; AmpC nitrocefin hydrolysis, absorbance 480 nm, 0.0001% Triton; Potency, µM (top dose mostly 57.1 µM), inactives show at the top dose activity change, negative = inhibition, most hits filed as inhibitors;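 also: potency is read from the fitted curve at half-maximal effect; plate controls were no compound for no effect and no enzyme for full effect; nearly all actives have a fitted effect of over 20% in size; some results filed as inactive show a strong effect at the top dose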
Target sequence (P00811 whole entry, looked up): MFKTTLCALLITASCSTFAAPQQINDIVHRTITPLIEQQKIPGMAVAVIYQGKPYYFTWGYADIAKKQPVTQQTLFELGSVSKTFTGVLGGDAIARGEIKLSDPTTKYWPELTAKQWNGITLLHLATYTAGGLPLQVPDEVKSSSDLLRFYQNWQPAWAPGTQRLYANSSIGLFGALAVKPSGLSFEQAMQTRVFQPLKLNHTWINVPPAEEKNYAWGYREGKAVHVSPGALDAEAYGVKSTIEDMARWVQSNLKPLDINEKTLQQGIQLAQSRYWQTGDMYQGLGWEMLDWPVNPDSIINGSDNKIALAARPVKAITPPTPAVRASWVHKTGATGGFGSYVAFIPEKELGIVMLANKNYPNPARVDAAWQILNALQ
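AmpC (5.3 nM in the dispensed reagent) in 20 mM phosphate pH 7.0 with 0.01% (detergent screen) or 0.0001% Triton X-100 was preincubated with compounds for 15 min at room temperature. Nitrocefin was then added from an 800 uM solution, and hydrolysis was followed at 480 nm.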
AmpC inh detg: inhibitors of E. coli AmpC beta-lactamase with detergent. AmpC hydrolysis of nitrocefin, absorbance 480 nm, 0.01% Triton. Potency, µM (titrated, usually from 114 µM), for the others: top-dose activity change, negative = inhibition, most hits filed as inhibitors. 0.041% of 370,000 active. AID 485294;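 also: potency is read from the fitted curve at half-maximal effect; 0% = no-compound wells and -100% = no-enzyme wells; nearly all actives have a fitted effect of over 25% in size; some results filed as inactive show a strong effect at the top dose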
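AmpC (5.3 nM in the dispensed reagent) in 20 mM phosphate pH 7.0 with 0.01% (detergent screen) or 0.0001% Triton X-100 was preincubated with compounds for 15 min at room temperature. Nitrocefin was then added from an 800 uM solution, and hydrolysis was followed at 480 nm.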
HCMV inh: inhibitors of human cytomegalovirus | activity change, negative = inhibition, % at 57.5 µM | 4.5% of 410,000 active | AID 1259415 | HFF cells, HCMV-luciferase reporter, 72 h; stronger effect = lower value; in the data active = activity change below about -60%; inconclusive = no clear call, values can overlap the other calls; inactive = above about -39%
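Human foreskin fibroblasts infected with luciferase-reporter HCMV at MOI 1 PFU/cell, compounds at two doses. Luciferase measured 72 h post infection; normalized to buffer-only basal and Salinomycin (10uM) controls.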
Giardia FBPA inh: inhibitors of Giardia lamblia fructose-1,6-bisphosphate aldolase. A8B2U2. purified Giardia FBPA. Potency, µM (highest dose often 59.6 µM), without a hit: at the highest dose activity, negative = inhibition, hits mostly inhibitors. 0.71% of 290,000 active; also: potency is read from the fitted curve at half-maximal effect; nearly all actives have a fitted effect of over 55% in size
Target sequence (A8B2U2 whole entry, looked up): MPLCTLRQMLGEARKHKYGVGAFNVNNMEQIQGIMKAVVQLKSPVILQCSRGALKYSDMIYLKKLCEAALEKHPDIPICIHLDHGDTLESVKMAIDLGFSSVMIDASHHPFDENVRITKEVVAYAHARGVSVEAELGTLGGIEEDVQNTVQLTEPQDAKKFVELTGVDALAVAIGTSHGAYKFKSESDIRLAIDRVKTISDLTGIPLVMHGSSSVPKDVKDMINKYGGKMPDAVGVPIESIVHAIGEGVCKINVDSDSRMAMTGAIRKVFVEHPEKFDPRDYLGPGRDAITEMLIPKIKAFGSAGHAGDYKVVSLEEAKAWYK
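40 nM FBPA preincubated 10 min at RT with compound (up to 57.5 uM final), then substrate plus GAPDH/TPI/NAD/arsenate coupling and diaphorase/resazurin added. Fluorescence read after 20 min at RT, 525/598 nm.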
Sm TGR inh: inhibitors of Schistosoma mansoni thioredoxin glutathione reductase | 3% of 360,000 active | AID 485364 | purified TGR, DTNB reduction, TNB absorbance 405 nm | Potency, µM (titrated, usually from 114 µM), without a hit: at the top dose activity change, negative = inhibition, hits mostly inhibitors; also: potency is read from the fitted curve at half-maximal effect; nearly all actives have a fitted effect of over 60% in size
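Kinetic colorimetric format: TGR-catalysed, NADPH-driven DTNB reduction monitored via TNB absorbance. Enzyme dispensed at 20 nM; compound exposure 15 min at room temperature before reaction start.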
Active calls of the source: *; ? = inconclusive; nt = no result given; & = joins results of further samples; [ ] = dose if it differs, or a comment. Unless noted, calls follow the shape of the dose curve; as a rule, active = well fitted curve in the direction sought with a large enough effect; inconclusive = small, poorly fitted or top-dose-only effect, or another doubt; inactive = no such curve, though single readings can be large; an effect the other way counts as inactive or inconclusive. Unless noted, % is scaled to controls: 0 for no effect and ±100 for the full control effect.

Start of the data: the first 3 compounds (preview)
mol	HCV inh	AmpC inh no detg	AmpC inh detg	HCMV inh	Giardia FBPA inh	Sm TGR inh
CC(C)c1ccccc1OCC(O)CN1CCN(S(=O)(=O)c2ccc([N+](=O)[O-])cc2)CC1 (stereo not drawn)	13µM*	37%	-3%	23	18µM*	-6%
Nc1ccc2nc(-c3cccc(-c4nc5ccc(N)cc5[nH]4)n3)[nH]c2c1	-5%	-9%	2%	-39	?	3%
COc1ccc(C2C(C(=O)Nc3ccccc3)=C(C)Nc3nc(-c4ccccc4)nn32)c(OC)c1 (stereo not drawn)	nt	nt	-1%	32	nt	-4%

Main list, from the first entry:
mol	HCV inh	AmpC inh no detg	AmpC inh detg	HCMV inh	Giardia FBPA inh	Sm TGR inh
CC(C)c1ccccc1OCC(O)CN1CCN(S(=O)(=O)c2ccc([N+](=O)[O-])cc2)CC1 (stereo not drawn)	13µM*	37%	-3%	23	18µM*	-6%
Nc1ccc2nc(-c3cccc(-c4nc5ccc(N)cc5[nH]4)n3)[nH]c2c1	-5%	-9%	2%	-39	?	3%
COc1ccc(C2C(C(=O)Nc3ccccc3)=C(C)Nc3nc(-c4ccccc4)nn32)c(OC)c1 (stereo not drawn)	nt	nt	-1%	32	nt	-4%
COc1cc2c(C#N)c(N3CCN(C)CC3)nc(N)c2c(N)n1	?	-23%	0%	14	-22%	-8%
COc1ccc(CCNC(C)=O)cc1	-3%	-26%	-14%	13	12%	-4%
O=C(Nc1ccccc1)c1cc(S(=O)(=O)N2CCSCC2)ccc1Cl	?	-27%	-18%	?	4%	-19%
O=C(NCCN1C(=O)S/C(=C\c2ccc(OC(F)F)cc2)C1=O)C1=COCCO1	11µM*	-1%	-13%	nt	nt	-1%
CC(C)Cn1c(-c2ccc(Cl)cc2)cnc1SCC(=O)N1CCOCC1	-27%	120%[activator]	?	-39	1%	0%
Cc1ccc(OCC(=O)Nc2ccc3oc(=O)ccc3c2)cc1	-4%	-24%	-6%	-38	1%	-9%
CC(=O)N1c2ccccc2NC2=C(C(=O)CCC2)C1c1cccnc1 (stereo not drawn)	3%	-37%	?	36	-1%	0%
CCOc1ccc(C2=Nn3cnnc3SC2)cc1	10%	1%	?	20	21%	-1%
COc1ccc(C(=O)O/N=C(\C)c2nccs2)cc1	-14%	-1%	-5%	19	1%	8%
Nc1c(C(=O)CSc2nnc(Nc3ccc(F)cc3)s2)c(=O)[nH]c(=O)n1C1CC1	-7%	-27%	1%	-5	nt	-16%
CON(C)S(=O)(=O)NC(=O)C1=C(N2CCCC2)COC1=O	17%	-13%	1%	19	nt	-6%
Cc1c(C(=O)OCC(=O)c2ccc3c(c2)OCCO3)oc2ccccc12	?	-25%	3%	17	1%	-14%
Cc1cccc(-n2c(=O)c3c(c4cc(C)ccc4n3C)n(CC(=O)NCC3CCCO3)c2=O)c1 (stereo not drawn)	nt	nt	2%	-106*	nt	-10%
NS(=O)(=O)c1ccc(CCNC(=O)CNS(=O)(=O)c2cccc(Br)c2)cc1	22%	?	0%	-28	17%	-5%
COc1ccc(OC)c(C(=O)CSc2nnc(Cc3cccs3)n2C)c1	28%	-2%	-6%	-17	-17%	?
COc1ccc(CCN2C(=O)CS/C2=N\NC(=O)c2ccc(C(C)(C)C)cc2)cc1OC	?	92%[activator]	-12%	1	0%	7%
COc1ccc(N(CC(=O)O)S(=O)(=O)c2c(C)n[nH]c2C)cc1	2%	-2%	-2%	?	3%	-3%
CNC(=O)c1ccccc1Sc1cccc2cccc(C(=O)O)c12	13%	-10%	?	-8	1%	2%
O=C(ON=C1CCN(S(=O)(=O)c2ccccc2)CC1)c1ccccc1	17%	3%	?	15	6%	11%
CCc1noc(C)c1C(=O)NC1CCCc2c1cnn2-c1cc(C)cc(C)c1 (stereo not drawn)	-9%	111%[activator]	-3%	-28	9%	-9%
Cc1c(C(=O)NCc2ccccc2Cl)sc2nc[nH]c(=O)c12	nt	nt	-5%	-16	nt	-6%
CCCOc1ccc(CCC(=O)N/N=C/c2ccco2)cc1	9%	-20%	3%	17	0%	-15%
O=C(NCCc1ccccc1)c1ccc(Cl)c([N+](=O)[O-])c1	?	-21%	?	20	-2%	-10%
CC(C)(C)c1ccc(C(=O)Nc2nnc3n2CCS3)cc1	nt	nt	2%	-84*	nt	1%
O=C1c2cccc(OCC(=O)N3CCCc4ccccc43)c2CCN1Cc1cccnc1	?	60%[activator]	1%	-61*	0%	-12%
COc1ccc(C(=O)c2sc3nc(-c4ccccc4)ccc3c2N)cc1OC	?	-20%	-12%	-8	0%	0%
COc1ccccc1C(=O)NC(=O)COC(=O)CCS(=O)(=O)c1ccc(C)cc1	9%	-3%	?	-16	nt	-28%
Cc1cc(-c2nc(C)c(C(=O)NN)s2)no1	12%	-8%	4%	-33	-10%	18%
O=C(CSC1=Nc2ccccc2C2=NC(CC(=O)NCc3ccco3)C(=O)N12)NCC1CCCO1 (stereo not drawn)	21%	-14%	-8%	32	?	-16%
CCOC(=O)/C(C#N)=C/Nc1ccsc1C(=O)OC	-12%	-17%	1%	-31	5%	-1%
COC(=O)c1ccc(Cl)cc1NC(=O)N1CCC(CN2CCCC2)CC1	nt	nt	1%	-9	nt	-12%
O=C(NCC(=O)N(Cc1cccs1)C(C(=O)NC1CCCCC1)c1ccco1)c1cccs1 (stereo not drawn)	-5%	-15%	?	-8	2%	-5%
O=C(CSc1nnc(-c2ccco2)n1Cc1ccccc1)NCc1ccccc1	-6%	-8%	-11%	-11	1%	-2%
COc1cccc(N2CCN(C(=O)CCS(=O)(=O)c3ccc4c(c3)oc(=O)n4C)CC2)c1	0%	40%	-3%&-5%	0&2	nt	25µM*
Cc1ccc(CN2CCNC(=O)C2CC(=O)N2CCN(c3ncccn3)CC2)o1 (stereo not drawn)	0%	19%	4%	36	-12%	nt
Cc1c(N=C2N=C(NC(=O)c3cccs3)c3ccccc32)c(=O)n(-c2ccccc2)n1C	10µM*	-23%	-11%	19	2%	2%
O=C(NCCC1CCCCN1S(=O)(=O)c1ccc(F)cc1)C(=O)NCc1cccnc1 (stereo not drawn)	3%	20%	-4%	-16	nt	0%
Nc1nonc1-c1nc2ccccc2n1CC(=O)N1CCCCC1	-8%	-16%	?	-28	10%	14%
CC(C)N1C(=O)CC(Nc2ccc(N3CCOCC3)cc2)C1=O (stereo not drawn)	20%	-7%	0%	19	-2%	35µM*
Fc1ccc(-n2c(-c3ccco3)n[nH]c2=S)cc1	13%	-13%	2%	-17	-17%	12%
COc1ccc(C(=O)NC2CC(=O)N(c3ccc4c(c3)OCCO4)C2)cc1 (stereo not drawn)	nt	nt	1%	2	nt	28%
Cc1ccc(C)n1-c1ncc(Br)cn1	-2%	-3%[2.29 µM]	?	?	-2%	2%
COc1ccc(OCCN2CCN(S(=O)(=O)c3ccccc3C(F)(F)F)CC2)cc1	?	51%	?	-16	nt	4%
Cc1ccc(CSCC(=O)Nc2ccc(F)cc2)cc1	9%	-25%	-7%	-7	5%	-14%
CC1CC(N(C(=O)c2ccccc2Cl)c2ccccc2)c2ccccc2N1 (stereo not drawn)	-21%	-11%	?	13	-2%	-20%
COc1ccc(OC)c(C(=O)c2ccc(Cl)cc2)c1	-3%	-27%	-3%	-2	-4%	5%
CC(=O)Nc1cccc(C(=O)N2CCN(S(=O)(=O)c3ccc4ccccc4c3)CC2)c1	?	109%[activator]	-1%	-22	7%	0%
COc1cc(/C=N/N2CCN(Cc3ccc(Cl)cc3)CC2)cc(Br)c1O	-22%	9%	-20%	?	0%	-5%
O=C(Nc1ccc(S(=O)(=O)Nc2cnc3ccccc3n2)cc1)c1cc(F)c(F)cc1Cl	19%	-28%	0%	-10	nt	-18%
N#Cc1cc(-c2ccccc2)nc(Oc2ccccc2)n1	10µM*	3%	-10%	?	-5%	-11%
COC(=O)C1CCN(c2ccc(C(N)=O)cc2[N+](=O)[O-])CC1	2%	-12%	0%	-33	2%	0%
COc1ccc(NC(=O)N2CCCC(c3nc(-c4ccc(C(C)C)cc4)no3)C2)cc1 (stereo not drawn)	10µM*	4%	-3%	?	-1%	-3%
CCOC(=O)c1ccc(-c2c(C(=O)OCC)oc3cc(O)c(CC)cc3c2=O)o1	?	-10%	-11%	-9	-13%	3%
O=C(C1CCN(C2CCN(Cc3ccc4c(c3)CCO4)CC2)CC1)N1CCCC1	?	-32%	0%	-20	0%	-5%[57.1 µM]
O=C(c1ccc(CN2CCOCC2)cc1)N1CCN(Cc2ccccc2)CC1	-2%	30%	-10%	-9	3%	-29%
COc1cccc2c1cc1c(=O)n(CC(=O)N3CCN(c4ccc(Cl)cc4)CC3)nc(C)n12	nt	nt	20%	7	nt	23%
O=C(O)Cn1c(-c2cccs2)cc2cc(Cl)ccc21	nt	nt	8%	58	nt	-12%

Not a retest: 2 of the compounds above.
mol	HCV inh	AmpC inh no detg	AmpC inh detg	HCMV inh	Giardia FBPA inh	Sm TGR inh
N#Cc1cc(-c2ccccc2)nc(Oc2ccccc2)n1	10µM*	3%	-10%	?	-5%	-11%
COC(=O)C1CCN(c2ccc(C(N)=O)cc2[N+](=O)[O-])CC1	2%	-12%	0%	-33	2%	0%

Going on with the list:
mol	HCV inh	AmpC inh no detg	AmpC inh detg	HCMV inh	Giardia FBPA inh	Sm TGR inh
O=C1O/C(=C/c2ccccc2)c2ccccc21	-21%	-24%	1%	6	-1%	15%
S=c1[nH]nc(C2CCCCC2)n1Cc1ccccc1	-4%	-28%	-1%	?	2%	-13%
CC(=O)Nc1ccc(S(=O)(=O)N2CCC(N3CCCCC3)CC2)cc1	11%	-2%	-16%	-15	3%	-9%
Cc1cc(/C=C2\C(=N)N3N=C(CC(=O)N4CCOCC4)SC3=NC2=O)c(C)n1Cc1ccccc1	-14%	31%	-9%	71	14%	1%
CCCc1ccc(OCC(=O)Nc2ccc(Cl)cc2C(=O)c2ccccc2)cc1	nt	nt	9%	-13	nt	1%
N#CC(c1cccnc1)N1CCOCC1 (stereo not drawn)	12%	-21%	3%	-27	-16%	3%
COCCNC(=O)c1onc(CSc2ccc(F)cc2)c1C(=O)NCCOC	-47%	51%	-4%	-4	0%	1%
O=c1oc2c(CN3CCOCC3)c(O)ccc2c2c1CCCC2	-12%	-20%	-14%	-27	-3%	79µM*
Cc1ccccc1NC(=O)c1cccc(S(=O)(=O)N2CCCCC2)c1	0%	-25%	-8%	1	4%	-1%
O=C(NC(=S)Nc1ccccn1)c1ccco1	-5%	-14%	?	-11	?	25%
CS(=O)(=O)CCC(C(=O)OCC(=O)c1ccc(Cl)cc1)N1C(=O)c2ccccc2C1=O (stereo not drawn)	19%	87%[activator]	?	47	2%	-18%
NC(=O)CC(NC(=O)Cc1cccc2ccccc12)c1ccc(NC2CCC2)c([N+](=O)[O-])c1 (stereo not drawn)	-3%	-4%	3%	4	0%	0%
O=C(NNc1ccccc1[N+](=O)[O-])Nc1ccccc1	-9%	-23%	3%	51	-18%	-13%
